Screens as filed in PubChem.
SKN-1 inh = suppressors of acrylamide-induced Pgst-4::GFP reporter in worms, primary screen, SKN-1 inhibitor project, whole organism, uHTS, GFP/RFP fluorescence ratio, strain VP596 | AID 624304, 2012 | inhibition, % at 21.8 µM | C. elegans VP596 Pgst-4::GFP/RFP ratio, 24 h | 360,000 tested, 0.49% active;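 active means interference check ratio from 0.5 to 1.5 plus GFP to RFP signal ratio inhibition reaching or exceeding a fixed threshold, cut at about 30% in these data, passing the limit was not always enough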; further: some compounds called inactive have numbers as strong as hits
MsrA act = bovine MsrA enzyme activators, primary screen, biochemical, absorbance, HTS. 360,000 tested, 0.3% active. activation, % at 10.6 µM. Methionine sulfoxide reductase A (Bos taurus). AID 602163, 2012. purified bovine MsrA, absorbance read-out; in the data active means activation above about 7.5%;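 further: 0% = vehicle and 100% = reference activator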
CendR NRP1 mod = modulators of CendR peptide binding to NRP-1, primary screen, biochemical, fluorescence polarization, uHTS; Neuropilin-1 (Homo sapiens), O14786; FAM-RPARPAR peptide binding to NRP-1; inhibition, % at 25 µM; 360,000 tested, 0.85% active;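 active means inhibition or corrected inhibition above about 18%, plus a signal ratio from 0.5 to 1.5, limit read from the data, passing the limit was not always enough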; further: strong numbers were not always called active
Target sequence (O14786 whole entry, looked up): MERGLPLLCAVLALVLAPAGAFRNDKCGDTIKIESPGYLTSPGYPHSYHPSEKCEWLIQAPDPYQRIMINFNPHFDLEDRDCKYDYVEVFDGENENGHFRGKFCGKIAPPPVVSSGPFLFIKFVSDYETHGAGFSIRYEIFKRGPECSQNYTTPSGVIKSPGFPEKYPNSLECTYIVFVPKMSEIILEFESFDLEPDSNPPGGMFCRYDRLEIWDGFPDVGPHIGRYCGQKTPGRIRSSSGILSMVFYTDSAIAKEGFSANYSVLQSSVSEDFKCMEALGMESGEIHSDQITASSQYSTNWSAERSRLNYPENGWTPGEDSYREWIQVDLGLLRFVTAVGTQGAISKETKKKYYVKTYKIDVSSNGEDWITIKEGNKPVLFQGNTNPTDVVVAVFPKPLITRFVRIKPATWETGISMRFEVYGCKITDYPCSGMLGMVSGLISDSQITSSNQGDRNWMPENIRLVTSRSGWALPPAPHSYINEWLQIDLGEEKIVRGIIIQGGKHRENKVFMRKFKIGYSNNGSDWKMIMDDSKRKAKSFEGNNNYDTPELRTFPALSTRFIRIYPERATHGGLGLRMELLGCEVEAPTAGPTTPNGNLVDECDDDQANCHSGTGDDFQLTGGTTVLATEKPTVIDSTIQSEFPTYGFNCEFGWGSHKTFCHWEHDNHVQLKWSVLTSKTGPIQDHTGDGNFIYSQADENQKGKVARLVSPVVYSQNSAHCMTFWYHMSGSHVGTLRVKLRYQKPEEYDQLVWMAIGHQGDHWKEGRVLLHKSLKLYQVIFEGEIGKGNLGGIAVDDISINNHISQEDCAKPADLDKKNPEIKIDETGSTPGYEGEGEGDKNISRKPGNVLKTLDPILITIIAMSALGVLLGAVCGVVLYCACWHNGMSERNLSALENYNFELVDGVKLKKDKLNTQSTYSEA
eLon inh = inhibitors of E. coli Lon protease, primary screen, biochemical, fluorescence polarization; P0A9M0; purified E. coli Lon protease; inhibition, % at 7.94 µM; 360,000 tested, 0.42% active; in the data active means inhibition above about 13%, passing the limit was not always enough;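 further: 0% = enzyme with probe and DMSO and 100% = no enzyme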
Rin1-Abl PPI inh = inhibitors of Rin1-Abl protein binding, primary screen, biochemical, TR-FRET; inhibition, % at 7.35 µM; 360,000 tested, 0.4% active; AID 588664, 2011; in the data active means inhibition above about 5%, passing the limit was not always enough
Neddyl block = inhibitors of cullin neddylation, primary screen, biochemical, TR-FRET, uHTS, NAE and Ubc12 | 360,000 tested, 0.58% active | calls only at 25 µM | AID 651699, 2012 | NEDD8-conjugating enzyme Ubc12 (Homo sapiens) + NEDD8-activating enzyme E1 regulatory …; in the data active means inhibition above about 36%
PABP1 MLLE inh = inhibitors of PABP1 MLLE–PAM2 peptide binding, primary screen, biochemical, fluorescence polarization, FITC-PAM2, GST-MLLE; Polyadenylate-binding protein 1 (Homo sapiens), P11940; inhibition, % at 20 µM; 360,000 tested, 0.36% active; in the data active means inhibition above about 35%, passing the limit was not always enough;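 further: plate controls were DMSO wells with GST-MLLE for no effect and wells lacking GST-MLLE protein for full effect; some results filed as inactive read as strong as hits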
FAS-TE inh = FAS thioesterase domain inhibitors, primary screen, biochemical, fluorescence intensity, uHTS; 360,000 tested, 0.67% active; recombinant FAS-TE, OMFH fluorogenic substrate, fluorescence endpoint; inhibition, % at 15 µM; AID 602261, 2012;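 active means compounds whose normalised, plate-corrected inhibition of enzyme fluorescence in the single-dose primary screen is 50% or more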;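 further: 0% = DMSO with enzyme and 100% = substrate without enzyme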
MT1-MMP act inh = blockers of MT1-MMP proenzyme processing, primary screen, HT1080 RFP-PRO-GFP cells, GFP/RFP fluorescence. 360,000 tested, 0.061% active. GFP/RFP ratio change, % at 20 µM. GFP/RFP ratio fluorescence, overnight; percent of plate control window, DMSO zero;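 active means GFP/RFP ratio change of at least 30% with cell ATP level not reduced by more than half and red fluorescence within 50% of control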; further: strong numbers were not always called active
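Compound: 20 µM single dose, 1% DMSO / System: HT1080 RFP-PRO-GFP cells / Controls: DMSO and RFP-L50D-GFP cell wells / Read-out basis: GFP/RFP fluorescence ratio / Schedule: overnight compound exposure at 37 °C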
Active calls of the source: *; i = inactive; / = no result given; + = active, no number.

SMILES	SKN-1 inh	MsrA act	CendR NRP1 mod	eLon inh	Rin1-Abl PPI inh	Neddyl block	PABP1 MLLE inh	FAS-TE inh	MT1-MMP act inh
Cn1cc(S(=O)(=O)N2CCN(c3ccc(F)cc3)CC2)c(=O)n(C)c1=O	2	-2	3	-10	-7	i	0	-7	2
CC(=O)c1c(-c2ccccc2)c2ccccc2[nH]c1=O	7	-4	1	-3	1	i	4	0	-4
CSCCC1Nc2ccc(S(=O)(=O)N3CCOCC3)cc2NC1=O (centres undefined)	8	-3	-16	0	-5	i	26	-3	-3
O=C(CN1C(=O)/C(=C/c2ccccc2F)Sc2ccccc21)NCCCN1CCOCC1	10	-4	13	-1	0	i	3	0	0
Cc1ccccc1NS(=O)(=O)c1cc(C(=O)NCc2ccco2)ccc1C	-2	-10	0	-4	0	i	-3	-2	6
COc1ccc(Nc2ccc([N+](=O)[O-])cc2[N+](=O)[O-])cc1	1	-9	12	-3	1	i	3	4	-1
CCOC(OCC)c1cc2ccccc2cn1	3	-1	-13	-5	1	i	1	-3	4
NC(=O)C1CCN(C(=O)COc2ccc3ccccc3c2Br)CC1	1	-8	-3	11	0	i	-5	1	2
Cc1cccc(N2CCN(c3ccc(NC(=O)/C=C\C(=O)O)cc3)CC2)c1	-11	-5	-1	-1	2	i	-5	0	4
CC(=O)c1ccc(Oc2nc(-c3cccnc3)nc3ccccc23)cc1	-5	-2	-19	3	0	i	-24	9	-1

Fetched by compound from above, 5 records:
SMILES	SKN-1 inh	MsrA act	CendR NRP1 mod	eLon inh	Rin1-Abl PPI inh	Neddyl block	PABP1 MLLE inh	FAS-TE inh	MT1-MMP act inh
CC(=O)c1ccc(Oc2nc(-c3cccnc3)nc3ccccc23)cc1	-5	-2	-19	3	0	i	-24	9	-1
Cc1cccc(N2CCN(c3ccc(NC(=O)/C=C\C(=O)O)cc3)CC2)c1	-11	-5	-1	-1	2	i	-5	0	4
CC(=O)c1c(-c2ccccc2)c2ccccc2[nH]c1=O	7	-4	1	-3	1	i	4	0	-4
Cc1ccccc1NS(=O)(=O)c1cc(C(=O)NCc2ccco2)ccc1C	-2	-10	0	-4	0	i	-3	-2	6
O=C(CN1C(=O)/C(=C/c2ccccc2F)Sc2ccccc21)NCCCN1CCOCC1	10	-4	13	-1	0	i	3	0	0

Back to the main list; the 3 compounds before the break are reprinted first.
SMILES	SKN-1 inh	MsrA act	CendR NRP1 mod	eLon inh	Rin1-Abl PPI inh	Neddyl block	PABP1 MLLE inh	FAS-TE inh	MT1-MMP act inh
NC(=O)C1CCN(C(=O)COc2ccc3ccccc3c2Br)CC1	1	-8	-3	11	0	i	-5	1	2
Cc1cccc(N2CCN(c3ccc(NC(=O)/C=C\C(=O)O)cc3)CC2)c1	-11	-5	-1	-1	2	i	-5	0	4
CC(=O)c1ccc(Oc2nc(-c3cccnc3)nc3ccccc23)cc1	-5	-2	-19	3	0	i	-24	9	-1
Cc1ccc(N2C(=O)N3[C@H](c4ccc(F)cc4)[C@@H]4C(=O)N(C5CCCCC5)C(=O)[C@@H]4[C@]3(Cc3ccccc3)C2=O)cc1	10	-3	7	12	2	i	5	45	2
CNC(=O)CN(C1CCCCC1)S(=O)(=O)c1ccc(F)cc1	8	-3	1	0	3	i	-3	-8	-5
CC(C)C(=O)Nc1ccc(C(=O)Nc2nnc(C(C)C)s2)cc1	-14	-3	12	-4	-3	i	34	-2	2
COc1ccccc1NCc1nnc(-c2ccccc2)o1	-1	0	-1	-7	-1	i	3	0	1
CCc1ccccc1N1C(=O)C(Cl)=C(N2CCOCC2)C1=O	9	1	-3	-5	2	i	13	-6	-4
CC1(C)CC(=O)C=C(Nc2ccccc2C#N)C1	4	-4	7	5	0	i	-1	-2	-4
CCC(C)[C@H](NC(=O)N1CCn2c1nc1ccccc12)C(=O)NCCc1ccc(OC)c(OC)c1 (some centres undefined)	6	0	4	-7	-5	i	-4	-3	-3
O=c1cc(CO)occ1OCc1cccc(F)c1	2	-2	9	-3	1	i	0	-10	1
N#CCSc1nnc(C2CCCCC2)n1-c1ccccc1	2	-3	0	-5	-1	i	7	-5	-4
O=C1CSC(=S)N1N=Cc1ccc(Cl)s1	9	-5	-131	-26	0	i	-33	2	21
N#Cc1nc(-c2ccco2)oc1N1CCC(Cc2ccccc2)CC1	10	-4	-5	-7	2	/	-9	28	-3
C[C@H](CO)N1C[C@H](C)[C@@H](CN(C)Cc2ccc(-c3ccccc3)cc2)Oc2c(NC(=O)c3ccncc3)cccc2C1=O	-3	-4	11	3	22*	i	-6	10	3
O=C(Nc1ccccc1N1CCCC1)C1CCN(C(=O)c2ccc(Cl)cc2)CC1	1	-11	0	-3	0	i	1	-1	/
Cc1ccc(CNc2ccc(N3CCOCC3)c(C(=O)O)c2)s1	0	-11	12	-5	4	i	17	-12	3
COCCNC(=O)c1onc(CSc2cccc(OC)c2)c1C(=O)O	1	-2	6	0	0	i	4	-9	2
C/C(=N\NC(=O)c1ccncc1)c1cccs1	4	-4	7	4	1	i	-8	-6	2
COc1ccccc1CNC(=O)COC(=O)C1CCN(c2ccc(C(F)(F)F)cn2)CC1	7	-1	2	0	0	i	-18	20	1
O=C(c1ccccc1)c1cc2c(cc1[N+](=O)[O-])OCCO2	-8	-2	-13	2	1	i	1	9	4
Cc1nn(C)c(C)c1S(=O)(=O)N1CCC(C(=O)NC2CCCCC2)CC1	21	-1	6	-6	5	i	-5	-9	-3
C/C(=N\NC(=O)C1COc2ccccc2O1)c1ccc(Cl)s1 (centres undefined)	12	-2	0	-1	-4	i	-4	6	5
Cc1cc(Nc2nc(Cl)c(Cl)cc2Cl)n(-c2ccccc2)n1	20	-3	2	-8	-1	i	0	24	-12
Cc1ccc(C(=O)Nc2ccncc2)cc1S(=O)(=O)N1CCCCC1	-2	-6	-4	-9	0	i	4	-3	8
FC(F)(F)c1cc(Oc2ccccc2)ncc1-c1nnc(-c2ccccc2Cl)o1	26	-2	-1	-3	3	i	18	32	2
C/C=C/c1ccc(OCCn2nnc3ccccc32)c(OC)c1	-10	-1	2	-14	0	i	0	10	3
CCn1c(Sc2ccc([N+](=O)[O-])cn2)nnc1-c1ccco1	4	-3	9	7	0	i	-14	29	-2
O=C(CN1CCOCC1)Nc1ncc(Cc2cccc3ccccc23)s1	12	1	-5	-12	-1	i	-10	2	7
CCCC(=O)Nc1ccc(C(=O)N/N=C/c2cccnc2)cc1	5	-3	-1	-10	1	i	-4	-3	-5
Cc1c(Cl)cccc1-n1c(SCC(=O)NCc2cccs2)nnc1-c1ccncc1	-11	0	-1	2	-1	i	-26	-8	-3
COc1cc(NC(=O)CC(C)n2ccnc2)cc(OC)c1 (centres undefined)	1	-1	0	0	-2	i	-9	-3	0
CC(NC(=O)c1cccc(Cn2cc([N+](=O)[O-])cn2)c1)c1ccc(C(C)(C)C)cc1 (centres undefined)	9	-1	5	0	-2	i	-11	37	-9
C/C(=N\NC(=O)c1ccccn1)C12CC3CC(CC(C3)C1)C2	16	-3	-25	-4	2	i	11	0	15
CCCc1nnc(-c2ccc(OC)cc2)o1	12	-2	5	0	-2	i	-1	-11	2
COCCn1c(=S)[nH]c2cc(C(=O)N3CCc4ccccc4C3)ccc2c1=O	-3	-3	4	5	1	i	-68	0	8
Cc1ccc2c(c1)c(=O)c(Br)c(C)n2Cc1ccccc1	10	-2	-7	-4	5	i	12	16	3
Cc1ccccc1C(=O)Nc1ccccc1Sc1ccccc1	-2	2	4	-10	1	i	3	23	3
Cc1cnc(NC(=O)c2ccc(-c3nc4ccccc4s3)o2)s1	8	-3	1	-5	-2	+	-34	5	0
CN(CC(=O)Nc1cccc(F)c1)CC(=O)Nc1ccccc1Oc1ccccc1	7	1	9	0	6	i	5	16	4
O=C(c1ccc(CSc2ccccc2)cc1)N1CCN(c2ccccc2)CC1	10	2	-6	4	2	i	1	28	0
CCc1[nH]c(=S)c(C#N)c(-c2ccccc2)c1C(=O)OC	-4	-5	-5	0	4	i	18	-13	4
CCC1(c2ccccc2)NC(=O)N(CC(=O)N2CC(=O)Nc3ccccc32)C1=O (centres undefined)	-8	-12	-11	2	2	i	7	-7	5
COc1cc2c(cc1OC)CN(C(=O)C1CCCN1S(=O)(=O)c1ccc(F)cc1)CC2 (centres undefined)	-2	-1	6	-8	3	i	-11	-3	-1
CCc1ccc(NC(=O)CNCc2ccc(OC)c(OC)c2)cc1	-6	-2	8	1	-1	i	-8	4	-2
O=C(O)Cc1csc(NC(=O)CSc2cccc(C(=O)O)n2)n1	8	-1	-5	-1	0	i	-1	-4	1
OCC1(CCOc2ccccc2)CCN(Cc2cc(Cl)ccc2O)CC1	-4	-1	11	-18	2	i	-18	-10	-2
O=C(CCc1nc2ccccc2[nH]1)Nc1ccc(F)cc1	0	-1	-11	-4	-1	i	9	-2	3
Cc1cc(C)c2[nH]c(=O)c(C(c3nnnn3C(C)(C)C)N(Cc3ccco3)CC3CCCO3)cc2c1 (centres undefined)	-3	-2	2	6	-1	i	3	3	-19
Cc1cc(OCCCC(=O)NCCc2ccccn2)ccc1Cl	-5	-3	4	-1	0	i	6	-1	2
O=C(NC1CCCCC1)C(c1ccc(F)cc1)N(CCCN1CCOCC1)C(=O)c1ccc(CN2CCOCC2)o1 (centres undefined)	14	1	3	-1	0	i	3	-4	2
CCCCCCNCC1OCc2ccccc2CO1	5	-2	16	-1	-1	i	18	-10	-4

Compound profiles, as listed above:
Cc1ccccc1C(=O)Nc1ccccc1Sc1ccccc1 as listed: SKN-1 inh: -2; MsrA act: 2; CendR NRP1 mod: 4; eLon inh: -10; Rin1-Abl PPI inh: 1; Neddyl block: i; PABP1 MLLE inh: 3; FAS-TE inh: 23; MT1-MMP act inh: 3
N#Cc1nc(-c2ccco2)oc1N1CCC(Cc2ccccc2)CC1 as listed: SKN-1 inh: 10; MsrA act: -4; CendR NRP1 mod: -5; eLon inh: -7; Rin1-Abl PPI inh: 2; Neddyl block: /; PABP1 MLLE inh: -9; FAS-TE inh: 28; MT1-MMP act inh: -3
O=C(CCc1nc2ccccc2[nH]1)Nc1ccc(F)cc1 as listed: SKN-1 inh: 0; MsrA act: -1; CendR NRP1 mod: -11; eLon inh: -4; Rin1-Abl PPI inh: -1; Neddyl block: i; PABP1 MLLE inh: 9; FAS-TE inh: -2; MT1-MMP act inh: 3
